# From PubChem BioAssay
# GPR7 antag – blocks human GPR7 receptor signaling; GPR7-expressing cells, fluorescence antagonist assay; inhibition, % at 4.4 µM; P48145; 290,000 tested, 1.1% active; in the data active = inhibition above about 16%, passing the limit was not always enough;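 also: cells stimulated with the agonist NPW; 0% = agonist with vehicle and 100% = vehicle without agonist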
# Target sequence (P48145 whole entry, looked up): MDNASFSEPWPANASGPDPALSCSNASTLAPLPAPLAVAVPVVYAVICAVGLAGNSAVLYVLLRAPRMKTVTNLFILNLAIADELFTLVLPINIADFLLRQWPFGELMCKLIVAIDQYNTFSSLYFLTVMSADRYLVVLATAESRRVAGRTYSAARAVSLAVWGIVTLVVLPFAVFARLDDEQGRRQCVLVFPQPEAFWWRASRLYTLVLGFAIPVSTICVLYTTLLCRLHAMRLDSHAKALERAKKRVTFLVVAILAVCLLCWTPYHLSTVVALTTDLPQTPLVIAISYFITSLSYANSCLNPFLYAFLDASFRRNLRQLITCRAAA
# M18AAP inhibitor – PfM18AAP enzyme inhibition | recombinant PfM18AAP, H-Glu-NHMec fluorogenic cleavage | inhibition, % at 7.35 µM | 290,000 tested, 1.2% active | AID 1822;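 active = inhibition above the campaign mean inhibition over all tested compounds plus 3 SD, cut at about 28% in these data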;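 also: 0% = plate median of test compound wells and 100% = 2 mM ZnCl2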
# MEKK2mut PB1 HTS – signal of MEK5 binding to mutant human MEKK2 PB1 domain; bead flow cytometry, Alexa488-MEK5 binding to MEKK2 mutant; percent response, % at 10 µM; 290,000 tested, 0.35% active; AID 1530; in the data active = percent response above about 24%, passing the limit was not always enough; also: inactives centre near 1; some results filed as inactive read as strong as hits
# MEKK2 WT-MEK5 – raises or lowers MEK5 binding to wildtype human MEKK2 PB1 domain; AID 1531; bead flow cytometry, Alexa488-MEK5 binding to MEKK2 WT; actives lie on both sides; 290,000 tested, 1.1% active; binding response (% of control), % at 10 µM; Q9Y2U5; in the data active = binding response below about 67% or above about 130%
# NALP1 yeast inh – NALP1 inhibition; inhibition, % at 10 µM; S. cerevisiae NALP1/ASC/caspase-1 growth, X-gal OD620, 72 h; 280,000 tested, 0.61% active; AID 2071; in the data active = inhibition mostly above about 24%, no sharp cut-off; inactive = mostly below about 32%; also: some compounds called inactive have numbers as strong as hits
# OXTR agonist – activates the human oxytocin receptor | CHO-OTR cells, Fluo-8 calcium fluorescence; normalized: DMSO 0%, oxytocin 100% | activation, % at 3 µM | 320,000 tested, 0.32% active | P30559;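 active = activation above the mean of all tested compounds plus 3 SD, cutoff set per screening run, cut at about 20% in these data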;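 also: peak over basal fluorescence ratio from a 100 s FLIPR kinetic read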
# Target sequence (P30559 whole entry, looked up): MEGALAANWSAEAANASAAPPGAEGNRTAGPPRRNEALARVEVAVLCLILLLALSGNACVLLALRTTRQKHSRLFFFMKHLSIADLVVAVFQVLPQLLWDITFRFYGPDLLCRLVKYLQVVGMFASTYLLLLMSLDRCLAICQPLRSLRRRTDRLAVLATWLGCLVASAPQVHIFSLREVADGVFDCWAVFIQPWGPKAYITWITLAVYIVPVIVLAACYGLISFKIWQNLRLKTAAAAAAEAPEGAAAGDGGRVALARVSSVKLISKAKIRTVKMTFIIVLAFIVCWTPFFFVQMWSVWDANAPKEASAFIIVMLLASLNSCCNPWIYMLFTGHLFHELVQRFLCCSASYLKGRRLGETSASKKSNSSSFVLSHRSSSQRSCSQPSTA
# V1R ag counter – counter-screen for oxytocin receptor agonists: human V1a receptor agonists; CHO-V1R cells, Fluo-8 calcium fluorescence, agonist mode; 0% DMSO, 100% 3 nM vasopressin; activation, % at 3 µM; 320,000 tested, 0.25% active; AID 2797;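 active = activation above the mean activation of all tested compounds plus 3 SD, per screening run, cut at about 20% in these data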;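 also: signal is peak over basal fluorescence ratio across a 100 second FLIPR read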
# OXTR potentiate – human OXTR potentiation; P30559; CHO-OTR cells, Fluo-8 calcium fluorescence, potentiator mode; 0% = oxytocin EC15, 100% = EC100; AID 2445; 320,000 tested, 0.061% active; activation, % at 3 µM;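 active = activation above that plate's cutoff, the mean activation of tested compounds plus 3 SD, cut at about 6.6% in these data, passing the limit was not always enough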;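 also: 100% uses oxytocin at 75 nM as the full agonist control; some results filed as inactive read as strong as hits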
#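 assay system = CHO-OTR cells, human receptor | schedule = compound 6 min at room temperature before oxytocin, 100 s read | detection = Fluo-8 intracellular calcium fluorescence, ex 470-495, em 515-575 nm | evaluation = normalized max/min fluorescence ratio, % activation | control set = EC15 oxytocin alone as 0%, 75 nM oxytocin (EC100) as 100%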
# GalR3 antagonist – human GalR3 antagonism; O60755; HEK293 GalR3-CNG cAMP membrane potential fluorescence; galR3 body fused to GalR1 C-terminus; inhibition, % at 3 µM; 360,000 tested, 0.44% active; AID 651719;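 active = inhibition above the screen-wide average plus 3 SD, cut at about 13% in these data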;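 also: forskolin and galanin both at EC90 stimulate the cells; cAMP rise reported by CNG channel membrane potential dye signal; 0% = forskolin plus galanin with DMSO and 100% = forskolin alone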
# Target sequence (O60755 1-299 limits assumed): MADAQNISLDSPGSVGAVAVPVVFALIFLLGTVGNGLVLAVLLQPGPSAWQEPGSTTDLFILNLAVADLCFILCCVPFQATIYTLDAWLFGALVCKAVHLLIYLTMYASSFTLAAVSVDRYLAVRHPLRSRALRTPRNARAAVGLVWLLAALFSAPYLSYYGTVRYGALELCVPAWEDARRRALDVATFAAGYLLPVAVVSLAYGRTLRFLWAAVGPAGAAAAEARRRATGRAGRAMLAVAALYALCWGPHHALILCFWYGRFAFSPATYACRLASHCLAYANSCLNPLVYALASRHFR
# Starred values were filed as active, the others as inactive; x = no result given. The order is random; about 4.1% have a hit in one of these screens.
SMILES,GPR7 antag,M18AAP inhibitor,MEKK2mut PB1 HTS,MEKK2 WT-MEK5,NALP1 yeast inh,OXTR agonist,V1R ag counter,OXTR potentiate,GalR3 antagonist
O=C(C1c2ccccc2Oc2ccccc21)N1CCN(c2ccc(Cl)cc2)CC1,-8,1,x,x,30,-0.9,-0.1,-7,-7
CCOc1ccc(N(CC(=O)N2CCCCCC2)S(=O)(=O)c2ccc(C)cc2)cc1,6,-1,5,106,19,-0.8,-1.6,-8,-5
Clc1ccccc1-c1ccc(CN2CCN(c3ccccc3)CC2)o1,-5,1,x,x,8,-1.8,-0.5,-1,-3
COC(=O)CNC(=O)C1Nc2ccccc2C2C=CCC12 (configuration not stated),x,x,1,97,x,1.4,1.4,3,-1
CCCCC1CCCC12NC(=O)NC2=O (configuration not stated),0,-4,3,43,-13,0.7,0.5,2,-5
CCOC(=O)c1cccc(NC(=O)C2CCCN(S(=O)(=O)c3cnc[nH]3)C2)c1 (configuration not stated),-6,-8,0,98,-2,-0.5,-1.0,-2,0
Cc1ccc(NC(=O)Nc2ccc3c(c2)OCO3)c(Br)c1,-11,-4,-2,94,24,-1.0,-0.1,2,-5
O=C(Nc1ccc(N2CCOCC2)cc1)c1ccncc1,0,7,10,103,0,0.8,0.3,-6,-5
Cc1ccccc1CSCCC(=O)NCCc1ccccc1,-15,2,4,106,14,-2.5,-1.3,-1,-5
Cc1ccc(S(=O)(=O)n2cc(C=O)c3ccccc32)cc1,-11,0,1,98,-13,-2.4,-0.4,-10,-10
Cc1nc(C)c(-c2csc(Nc3cccnc3)n2)s1,-16,5,7,110,14,-1.5,-0.6,-4,-3
N#CCSc1nc2ccccc2c(=O)n1-c1ccccc1,-5,-7,5,103,-10,-2.0,-0.6,-1,-5
Cc1cc(Nc2ccc(Cl)cc2)nc(N)n1,-13,1,0,104,4,-0.8,0.0,-8,-5
CC(=O)Nc1ccc(NC(=O)COC(=O)c2cc(S(=O)(=O)N3CCCC3)ccc2O)cc1,x,x,x,x,x,0.3,0.2,-8,0
CCOc1ccc(NC(=O)CN2CCN(c3ccc(F)cc3)CC2)cc1,-1,9,0,96,-9,-1.0,3.5,-5,-11
CN1CCN(C(=O)c2cc(Oc3c(F)c(F)c(F)c(F)c3F)cc(C(=O)N3CCN(C)CC3)c2)CC1,-3,-1,0,104,7,1.2,0.5,-19,-3
COc1ccc(/C=C2\SC(=O)N(CCC(=O)N(C)C3CCS(=O)(=O)C3)C2=O)cc1 (configuration not stated),-3,4,8,106,6,2.2,2.6,-3,-2
COc1ccc(C(=O)N/N=C/C(=O)c2ccccc2)cc1,-3,10,-1,97,5,x,x,x,-3
COc1ccc(-c2csc3ncn(-c4ccccc4OC)c(=O)c23)cc1OC,-15,8,-9,83,-4,0.2,2.1,-13,-7
Cc1cnc2cc(Cl)ccc2c1SCC(=O)O,-11,-1,4,107,10,x,x,x,-9
O=C(CN(c1ccc(Br)cc1)S(=O)(=O)c1ccc(Cl)c([N+](=O)[O-])c1)NCCc1ccccc1,-10,3,3,99,6,-0.7,-1.0,-14,1
O=C(NC(NC(=S)Nc1ccccc1C(=O)O)C(Cl)(Cl)Cl)c1cccc([N+](=O)[O-])c1 (configuration not stated),-8,5,2,100,15,0.5,-0.3,-20,1
CCN1CCN(c2ccc(S(=O)(=O)N3CCOCC3)cc2NC(=O)c2sccc2C)CC1,x,x,x,x,x,1.2,0.2,0,-3
Cc1cc(=O)n2[nH]c(N3C(=O)CCC3=O)nc2n1,0,0,4,108,19,0.3,0.6,1,-4
CCc1ccc(-c2nn(-c3ccccc3)cc2CSC(=N)N)cc1,5,5,4,140*,9,24*,9.6,1,1

# MEKK2 WT-MEK5, entries above that show a hit
structure	GPR7 antag	M18AAP inhibitor	MEKK2mut PB1 HTS	MEKK2 WT-MEK5	NALP1 yeast inh	GalR3 antagonist
CCc1ccc(-c2nn(-c3ccccc3)cc2CSC(=N)N)cc1	5	5	4	140*	9	1

# Following part:
SMILES,GPR7 antag,M18AAP inhibitor,MEKK2mut PB1 HTS,MEKK2 WT-MEK5,NALP1 yeast inh,OXTR agonist,V1R ag counter,OXTR potentiate,GalR3 antagonist
CC(=O)c1ccc(N(C(=O)CNC(=O)c2ccco2)C(C(=O)NC2CCCC2)c2ccco2)cc1 (configuration not stated),-5,-7,-2,99,24,0.3,0.4,-4,-9
COc1ccc(-n2c(SCC(=O)Nc3cccc4ccccc34)nc(O)cc2=O)cc1,0,-1,3,98,-9,0.1,0.5,-2,-5
CC(=O)c1cn(CC(=O)Nc2cccc(C)c2C)c2ccccc12,11,-8,-12,84,-3,8.4,5.9,-10,0
CCOC(=O)Nc1cc(=O)c2ccccc2o1,21*,-3,8,101,-8,-0.2,2.7,-4,-6
CCOc1[nH]n(-c2ccccc2)c(=O)c1C=NCc1cccnc1,2,9,1,100,4,-0.9,0.6,-4,4
COc1cccc(NC(=O)CNC(=O)Cn2cnc3sc(C)c(C)c3c2=O)c1,6,0,-1,99,30,0.3,2.7,-5,-8
O=C(CCC(=O)c1ccccc1)Nc1cccnc1,5,-10,1,104,-14,0.4,1.5,-4,-2
CCN(CC)C(C)C(=O)Nc1c2c(cc3c1CCC3)CCC2 (configuration not stated),4,-1,-2,103,18,-1.0,0.2,-2,0
CCCCn1c(-c2ccoc2C)n[nH]c1=S,-6,22,2,98,-3,1.4,0.1,10*,-5
Cc1cc(NC(=O)CSc2nccn2-c2cccc(C)c2C)no1,-12,-8,2,98,-9,-1.0,1.3,-11,-3
O=C(C(=O)N1CCN(c2cccc(Cl)c2)CC1)c1cn(CC(=O)N2CCOCC2)c2ccccc12,-1,7,2,104,-34,5.2,4.1,-10,1
CCCOc1ccc(C(=O)c2nc3c(n2O)CCCC3)cc1,4,-4,1,100,15,5.6,3.9,-8,-6
O=C1CN(C(=O)CSc2nc3cc(Cl)ccc3c(=O)n2Cc2ccccc2)c2ccccc2N1,1,-2,-4,89,28,-0.1,0.8,-14,-3
COc1ccc(CCNC(=O)CSc2ccc(-c3ccccc3)nn2)cc1,0,-2,0,104,16,-2.5,-0.3,-2,x
NC(=O)c1nnsc1Sc1c(C(N)=O)nnn1-c1cccc(N)c1,-13,-9,-1,99,1,-0.2,0.0,-5,-2
CCOc1ccc(/C=N/NC(=O)c2ccc(Cn3cc(Br)cn3)o2)cc1,8,-8,-4,96,39,0.3,1.8,-1,-3
NC(=O)C1CCN(CC(=O)N2c3ccccc3CCc3ccccc32)CC1,7,4,-2,99,13,-0.2,0.5,-8,-6
CCOC(=O)N1CCC(NC(=O)c2sc(-n3cccc3)nc2C)CC1,6,-6,3,108,3,0.5,0.7,4,-3
COc1ccc(N2CCC(CNC(=O)Nc3ccc(Cl)cc3)C2)cc1 (configuration not stated),-9,11,7,142,0,5.9,7.1,-6,-1
COCC(C)n1c(=O)sc2ccccc2c1=O (configuration not stated),4,-7,-6,99,-16,-1.2,-1.1,-12,-5
COc1cc(CNCc2ccccn2)ccc1OCc1ccc(Cl)c(Cl)c1,24*,3,5,122,8,10,7.6,-21,-3
Cc1ccccc1Cn1c2ccccc2c2cnn(CC(=O)NCc3ccco3)c(=O)c21,-8,5,-1,97,x,-1.0,0.2,2,-6
O=c1c2c3c(sc2n2cnnc2n1Cc1ccccc1)CN(Cc1ccccc1)CC3,-5,10,7,121,13,-0.3,2.2,-22,-6
COc1ccc(C2=NOC(C(=O)NC(C)(C)C)C2)cc1 (configuration not stated),-3,6,5,104,2,0.5,1.8,-5,-7
Cc1ccc(S(=O)(=O)NCC(c2cccnc2)N2CCc3ccccc32)cc1 (configuration not stated),-7,4,-3,103,28,-2.2,-0.4,-6,-8
SMILES,GPR7 antag,M18AAP inhibitor,MEKK2mut PB1 HTS,MEKK2 WT-MEK5,NALP1 yeast inh,OXTR agonist,V1R ag counter,OXTR potentiate,GalR3 antagonist
COC(=O)c1ccc(CNC(=O)/C=C/c2cc([N+](=O)[O-])ccc2OC(F)F)cc1,-9,-4,-1,98,4,-2.2,-0.9,-2,-4
C=CCSc1nc(C)c(CC(=C)C)c(=O)[nH]1,-1,-6,7,99,0,0.0,0.3,-5,-10
COc1ccccc1N1CCN(c2ccc(Cl)nn2)CC1,5,-1,-12,78,-14,-0.2,0.0,-5,-1
CCCCCCc1c(O)nc(SCCN(C)C)[nH]c1=O,-8,-9,14,106,4,-0.2,0.2,-2,-2
CCOC(=O)C1CCN(c2cc(C)nc3ccc(OC)cc23)CC1,6,-2,-2,102,-5,0.5,1.4,-9,-8
CCOc1ccc(C(c2nnnn2Cc2ccccc2)N2CCN(C(=O)c3ccco3)CC2)cc1 (configuration not stated),8,-1,0,107,x,-1.6,-0.7,0,-2
Nc1cc(Cl)ccc1N1CCOCC1,-6,-12,11,109,11,-0.9,0.2,-5,-1
Cc1nn(C)c(C)c1NS(=O)(=O)c1ccc(N2CCCC2=O)cc1,-6,-14,-7,96,25,0.3,2.6,-6,3
CC(NC(=O)COc1ccc(-c2nnco2)cc1)c1ccc(Cl)cc1Cl (configuration not stated),11,-1,7,107,33,0.8,2.8,-6,3
COc1ccc(C(c2nnnn2CS(=O)(=O)c2ccc(C)cc2)N2CCN(Cc3ccccc3)CC2)cc1 (configuration not stated),-14,-8,4,101,x,-1.0,-0.7,-4,-6
CCC(C)(C(=O)NC1CCCCC1)N(C(=O)C1CCC(=O)N1)c1ccc(C)cc1 (configuration not stated),-16,-2,3,102,-1,0.3,0.3,0,2
O=[N+]([O-])c1cccc(C(=S)N2CCCC2)c1,1,-4,2,103,14,0.4,1.5,-13,9
COC(=O)C1=C(C)N=C2SC(C)C(=O)N2C1c1cccs1 (configuration not stated),-17,1,3,108,25,-1.2,-0.6,-10,3
CC(C)(C)NS(=O)(=O)c1ccc(NC(=O)CS(=O)(=O)Cc2ccccc2)cc1,-15,-1,6,104,-12,0.7,0.9,3,-3
CCOC(=O)C(C)Sc1cnccn1 (configuration not stated),-12,-4,6,99,-2,0.7,0.5,-3,-1
CCO[C@@H]1OC(C(=O)Nc2ccccc2)=C[C@H](c2ccc(C(F)(F)F)cc2)[C@H]1CCCO,-25,1,1,103,-10,1.6,0.9,-16,-8
NC(=O)c1cc([N+](=O)[O-])c(Cl)cc1NCc1cccnc1,x,x,x,x,x,2.5,1.6,-5,3
COC(=O)[C@@H]1C[C@]2(OC(=O)c3ccccc3)C=CC(=O)C[C@@H]2N1C(=O)OCc1ccccc1,19,3,2,100,24,2.0,0.3,-7,-2
COc1ccccc1NC(=O)CCC(=O)OCc1ccc(Cl)cc1,2,-7,-1,99,22,-2.1,-0.6,5,-3
COc1ccc(OC)c(S(=O)(=O)Nc2cc3c4c(c2)C(C)C(=O)N4CCC3)c1 (configuration not stated),x,x,x,x,x,0.9,-0.1,-6,-6
COc1ccc2c(c1OC)C(=O)N(c1ccc(OCc3ccccc3)cc1)C2=O,-5,-12,5,103,13,0.5,0.6,-16,-9

# Pulled by structure from the list above:
SMILES,GPR7 antag,M18AAP inhibitor,MEKK2mut PB1 HTS,MEKK2 WT-MEK5,NALP1 yeast inh,OXTR agonist,V1R ag counter,OXTR potentiate,GalR3 antagonist
NC(=O)C1CCN(CC(=O)N2c3ccccc3CCc3ccccc32)CC1,7,4,-2,99,13,-0.2,0.5,-8,-6
Cc1cnc2cc(Cl)ccc2c1SCC(=O)O,-11,-1,4,107,10,x,x,x,-9
Cc1ccccc1Cn1c2ccccc2c2cnn(CC(=O)NCc3ccco3)c(=O)c21,-8,5,-1,97,x,-1.0,0.2,2,-6
